PGK inhibitor: T. brucei PGK inhibition. 380,000 tested, 0.043% active. Potency, µM (top dose mostly 57.5 µM), without a hit: at the top dose activity change, negative = inhibition, actives largely listed as inhibitors. AID 602233. P07378. PGK/GAPDH coupled, Kinase-Glo luminescence, 60 min; note: % is set by controls: 0 for no effect and ±100 for the full control effect; nearly all actives have a fitted effect of over 60% in size
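Recombinant glycosomal PGK reaction used 1,3-bisphosphoglycerate generated in-well by GAPDH (100nM final) in 100mM TEA pH 7.6, 5mM MgCl2, 0.01% Tween-20. After 60 minutes at room temperature, ATP was read by Kinase-Glo Plus luminescence end-point.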
RGS4 inhibitor: inhibitors of human regulator of G protein signaling 4; P49798; Transcreener GDP fluorescence polarization, RGS4-accelerated GTP hydrolysis; Potency, µM (highest dose often 114 µM), without a hit: at the top dose activity change, negative = inhibition, hits mostly inhibitors; 390,000 tested, 0.039% active; AID 504845; note: % is set by controls: 0 for no effect and ±100 for the full control effect; nearly all actives have a fitted effect of over 75% in size; some results filed as inactive show a strong effect at the top dose
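MLSMR compounds (23 nl, pin-transferred) preincubated 10 min at room temperature with a 500nM (2x) first reagent, then RGS4 at 900nM (2x) plus Transcreener GDP mix added; fluorescence polarization (620/688 nm) read before and after 90 min at 30 °C.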
GLS inh: glutaminase GLS (human) inhibition; GLS enzymatic activity, qHTS titration; AID 624170; Potency, µM (highest dose often 45.5 µM), for inactives: top-dose activity change, negative = inhibition, actives largely listed as inhibitors; 410,000 tested, 0.21% active; note: % is set by controls: 0 for no effect and ±100 for the full control effect
Target sequence (O94925 whole entry, looked up): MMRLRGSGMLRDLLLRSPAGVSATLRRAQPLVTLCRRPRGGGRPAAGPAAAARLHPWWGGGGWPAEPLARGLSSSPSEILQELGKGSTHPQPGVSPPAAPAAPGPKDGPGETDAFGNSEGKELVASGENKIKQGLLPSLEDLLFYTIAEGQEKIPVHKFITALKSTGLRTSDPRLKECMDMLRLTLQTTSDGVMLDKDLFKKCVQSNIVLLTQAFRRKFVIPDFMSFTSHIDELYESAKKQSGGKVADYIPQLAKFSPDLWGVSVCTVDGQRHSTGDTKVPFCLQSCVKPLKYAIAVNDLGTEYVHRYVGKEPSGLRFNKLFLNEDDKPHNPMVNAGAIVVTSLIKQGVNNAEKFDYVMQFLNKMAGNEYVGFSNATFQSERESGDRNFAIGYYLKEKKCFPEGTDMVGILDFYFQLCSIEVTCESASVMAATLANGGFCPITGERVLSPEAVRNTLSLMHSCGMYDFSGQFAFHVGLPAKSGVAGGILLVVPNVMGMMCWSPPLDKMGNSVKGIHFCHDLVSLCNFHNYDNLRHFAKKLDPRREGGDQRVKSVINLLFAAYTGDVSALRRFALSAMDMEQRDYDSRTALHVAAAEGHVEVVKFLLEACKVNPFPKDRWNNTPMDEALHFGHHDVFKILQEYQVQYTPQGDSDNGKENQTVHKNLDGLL
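hKGA in 45 mM KH2PO4 pH 8.2, 0.02% Tween-20 with pin-transferred compounds; 1 mM L-glutamine (stock) plus glutamate oxidase/HRP/Amplex Red coupling added. Fluorescence read initially and after 30 min at RT.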
12-LOX inh: ALOX12 (human) lipoxygenase inhibition; P18054; purified 12hLO, xylenol orange hydroperoxide absorbance; Potency, µM (doses to about 108 µM), inactives show at the top dose activity change, negative = inhibition, actives largely listed as inhibitors; 580,000 tested, 1.1% active; AID 1671190; note: % is set by controls: 0 for no effect and ±100 for the full control effect
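Purified human 12hLO (150 nM final) in 25 mM Hepes, 0.01% Triton X-100, pH 7.0 was preincubated 15 min at room temperature with compound. Then 40 uM arachidonic acid was added, 30 min. Hydroperoxide was read by Fe-XO absorbance ratio 573/405 nm.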
TrxR1 inh: inhibitors of rat thioredoxin reductase 1; Potency, µM (top dose mostly 114 µM), inactives show at the top dose activity change, negative = inhibition, usual class: inhibitors; 390,000 tested, 1% active; O89049; recombinant rTrxR1, NADPH fluorescence consumption, selenite substrate; AID 588453; note: % is set by controls: 0 for no effect and ±100 for the full control effect; nearly all actives have a fitted effect of over 65% in size
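Rat TrxR1 (90 nM in the dispensed reagent) was pre-reduced with 400 uM NADPH for 5 min at room temperature, then incubated with compound for 15 min. After 400 uM selenite was added, NADPH fluorescence (Ex 340/Em 450 nm) was followed for 8 min.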
Pin1 inh: blocks the human prolyl isomerase Pin1; Q13526; Pin1 FP peptide displacement, HiFluor488, 10 min; Potency, µM (highest dose often 115 µM), inactives show top-dose activity, negative = inhibition, most hits filed as inhibitors; 390,000 tested, 0.009% active; AID 504891; active = well fitted inhibition curve with a large enough effect in the polarisation, with a control signal flat, not every such curve was filed as active; inconclusive = small, poorly fitted or top-dose-only effect, or effect the other way, or a change in a side signal; inactive = no such curve, though single readings can be large or run the other way; the % refers to the polarisation; note: % is set by controls: 0 for no effect and ±100 for the full control effect
Target sequence (Q13526 whole entry, looked up): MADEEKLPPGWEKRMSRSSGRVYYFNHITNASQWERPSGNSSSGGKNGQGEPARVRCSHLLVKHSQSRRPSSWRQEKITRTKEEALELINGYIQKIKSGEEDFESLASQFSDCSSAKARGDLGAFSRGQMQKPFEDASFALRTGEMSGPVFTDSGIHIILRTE
HP1b binding inh: blocks HP1-beta chromodomain binding to methylated histone tails. P83916. AID 540317. Potency, µM (titrated, usually from 114 µM), inactives show top-dose activity change, negative = inhibition, most hits filed as inhibitors. AlphaScreen HP1-beta / biotin-H3K9me3 peptide binding. 390,000 tested, 0.56% active; note: nearly all actives have a fitted effect of over 70% in size; inactives centre near 23
Target sequence (P83916 whole entry, looked up): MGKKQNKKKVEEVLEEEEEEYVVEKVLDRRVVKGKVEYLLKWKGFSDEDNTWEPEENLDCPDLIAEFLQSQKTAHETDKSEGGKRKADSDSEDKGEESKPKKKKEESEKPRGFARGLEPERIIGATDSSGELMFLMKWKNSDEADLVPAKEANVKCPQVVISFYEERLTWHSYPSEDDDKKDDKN
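Compound inhibition of the preformed complex between 50 nM HP1-beta and 50 nM biotinylated H3K9me3 peptide was read by AlphaScreen. Buffer was PBS pH 7.4 with 0.01% Tween-20. Incubations ran 30 min at room temperature, with 10 ug/mL donor/acceptor beads.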
ERG Ets-DNA blk: ERG Ets/DNA interaction inhibition | P11308 | fluorescence polarization, His-ERG Ets domain / labelled DNA | Potency, µM (top dose mostly 76.9 µM), for the others: top-dose FP activity, negative = inhibition, actives largely listed as inhibitors | 370,000 tested, 0.028% active | AID 624246; active = well fitted inhibition curve with a large enough effect in the polarisation, with a control signal flat; inconclusive = small, poorly fitted or top-dose-only effect, or effect the other way, or a change in a side signal; inactive = no such curve, though single readings can be large or run the other way; the % refers to the polarisation;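 note: polarization taken with two DNA probes labelled with fluorescein and Texas red; % of control where 0% means no effect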
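His-tagged ERG Ets domain (1 uM in the protein solution; 300mM KCl, 50mM Tris-HCl, 1mM EDTA, 1mM DTT, pH 7.5) received compound, then a probe mix of 5 nM fluorescein-DNA and 100nM Texas-615-DNA. Fluorescence polarization was read for both dyes.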
JMJD2A Tudor inh: inhibitors of human JMJD2A Tudor domain | 390,000 tested, 4.4% active | AID 504339 | AlphaScreen JMJD2A-Tudor / H3K4me3 peptide binding | Potency, µM (doses to about 114 µM), without a hit: at the top dose activity change, negative = inhibition, hits mostly inhibitors | O75164; note: % is set by controls: 0 for no effect and ±100 for the full control effect; nearly all actives have a fitted effect of over 50% in size
Starred values were filed as active, the others as inactive; i = inactive; ? = inconclusive; · = not tested or not shown; [ ] = dose if it differs, or a comment. Unless noted, calls come from the whole dose curve; as a rule, active = well fitted curve in the direction sought with a large enough effect; inconclusive = small, poorly fitted or top-dose-only effect, or another doubt; inactive = no such curve, though single readings can be large; an effect the other way counts as inactive or inconclusive. Potency is the fitted concentration of half-maximal effect. The list is partial. The share of hits here may be higher or lower than overall.

PGK inhibitor,RGS4 inhibitor,GLS inh,12-LOX inh,TrxR1 inh,Pin1 inh,HP1b binding inh,ERG Ets-DNA blk,JMJD2A Tudor inh,smiles
-9%,-24%,-3%,0%,11%,1%,58%[activator],-5%,5%,CC1CC(NC(=O)C2(C)CC2(Cl)Cl)CC(C)(C)C1 (stereo not given)
4%,-21%,-4%,-1%,25%[57.1 µM],-5%,49%[activator],-5%,2%[57.1 µM],Cc1ccc(Cn2ncn(-c3ccccc3)c2=O)cc1
-9%,25%,19%,15%,5%[57.1 µM],-9%,16%,5%,-26%,O=C(Nc1ccccc1)N(Cc1cccnc1)Cc1ccco1
5%,-22%,-1%,-23%,18%,3%,33%,-2%,-9%,Cc1cc(C)c2c(=O)cc(C(=O)Nc3sc4c(c3C(=O)NCc3cccnc3)CCCC4)oc2c1
8%,25%,4%,-5%,4%[57.1 µM],3%,-10%,10%,-13%,COc1ccc(NC(=O)CN2C(=O)NC3(CCCC3)C2=O)c(OC)c1
5%,13%,-2%,-3%,16%,7%,28%,-11%,-16%,CCCCCCCC(=O)Nc1cc(C(=O)NCc2ccc(C)cc2)ccc1N1CCC2(CC1)CC(c1cccc(Br)c1)=NO2
-1%,13%,2%,-9%,15%,0%,35%,2%,-23%,COc1cccc(C(=O)Nc2cc(C)c3c(=O)oc4ccccc4c3n2)c1
i,1%,4%,-14%,0%[57.1 µM],-1%,17%,5%,-7%,COc1cccc(NC(=O)CSc2nncn2N)c1
-3%,18%,8%,-6%,9%,0%,34%,-8%,-16%,Cn1c(Cn2nnc3ccccc32)nnc1SCC(=O)Nc1nccs1
0%,9%,11%,12%,5%,5%,49%[activator],-3%,-14%,Cc1ccc2occ(/C=N/NC(=O)c3ccccc3O)c(=O)c2c1
·,16%,1%,9%,13%[57.1 µM],-1%,19%,·,-6%,CCOc1ccc2oc(-c3ccccc3)c(C(=O)N(C)C)c2c1
-1%,6%,12%,2%,-13%,-5%,-3%,4%,-14%,CCOC(=O)c1cccc(NC(=O)CSc2nnc(-c3ccoc3C)n2CC)c1
6%,-7%,2%,3%,11%,0%,19%,-1%,-8%,CCN(C(=O)COC(=O)c1c(-c2ccccc2)noc1C)c1c(N)n(Cc2ccccc2)c(=O)[nH]c1=O
-1%,26%,3%,-25%,31%[activator],-6%,59%[activator],-8%,30%,COc1ccc(Oc2ccc(C(F)(F)F)cc2N)cc1
-4%,0%,-7%,?,61%[activator][57.1 µM],18%,-3%,1%,-21%,COc1cccc(-c2nc(-c3ccc4c(c3)NC(=O)CO4)cs2)c1
i,-9%,0%,-21%,?,10%,15%[57 µM],-8%,-6%,O=C(Cn1ncc2c([nH]c3ccccc32)c1=O)Nc1cccnc1
-10%,4%,3%,438%[activator],10%,1%,7%,0%,-9%,COc1cc(C(=O)OCC(=O)NC(=O)NCc2ccccc2)ccc1OC(F)F
-15%,?,4%,-3%,17%[11.4 µM],-4%,-24%,0%,?,Cc1ccccc1OCc1nc2ccccc2[nH]1
-7%,16%,0%,-22%,-2%[57.1 µM],-2%,39%[activator],-6%,-6%,Cc1ccc(NC(=O)c2ccc(Br)o2)cc1S(=O)(=O)N(C)C
7%,9%,6%,?,-7%,-6%,30%,-3%,-18%,c1ccc(CN(Cc2ccccc2)c2c3c(nc4ncnn24)CCC3)cc1
·,?,25%,?,?,-2%,-16%,-10%,-30%,C=CCSC1=C(C#N)C(c2cc(Br)c(O)c(OC)c2)CC(=O)N1 (stereo not given)
-4%,4%,4%,0%,8%[57.1 µM],-2%,19%,-10%,-23%,CCOc1ccc(N(CC(=O)NCCSCc2ccc(C)cc2)S(C)(=O)=O)cc1
8%,2%,0%,0%,8%,3%,36%,7%,-11%,CCn1cc(C(=O)N[C@@H](C)C(=O)NCCO)c(=O)c2cc3c(cc21)OCO3
i,-7%,2%,-25%,17%[57.1 µM],20%,17%,-3%,-33%,COc1ccc(CNc2ncnc3c2c(-c2ccccc2)cn3-c2ccccc2)cc1
-2%,-6%,4%,3%,-7%[57.1 µM],-2%,33%,-3%,-11%,Cc1ccc2c(c1)N(C(=O)CCC(=O)NCc1cccc(F)c1)CCO2
-9%,27%,4%,0%,28%,-3%,39%[activator],0%,0%,COc1ccc(OCCSc2nc3nc(C)cc(C)n3n2)cc1
i,1%,5%,-26%,-3%,6%,13%,6%,-9%,Cc1ccc(OCC(=O)Nc2c(C)nn(-c3ccccc3)c2C)c(Br)c1
-1%,25%,-11%,1%,-14%,16%,?,4%,-23%,Cc1ccc(NC(=O)CN2CCCC2c2cccn2C)cc1C (stereo not given)
-9%,-14%,-18%,-25%,-4%,-5%,45%[activator],0%,-1%,CC(C)c1cccc(OCCn2c(-c3ccc(Cl)cc3)nc3ccccc3c2=O)c1
10%,14%,-3%,8%,6%[57.1 µM],0%,36%,-2%,-20%,CCCS(=O)(=O)NCc1cn2c(C)csc2n1

Next section.
PGK inhibitor,RGS4 inhibitor,GLS inh,12-LOX inh,TrxR1 inh,Pin1 inh,HP1b binding inh,ERG Ets-DNA blk,JMJD2A Tudor inh,smiles
-4%,-12%,-2%,-16%,23%,7%,21%,-1%,-14%,Cc1ccc(N2CCN(C(=O)Cn3ncc4c([nH]c5ccc(C)cc54)c3=O)CC2)c(C)c1
-9%,4%,40%,-10%,6%[57.1 µM],-1%,33%,6%,-2%,CCC(=O)Oc1ccc2c(C)cc(=O)oc2c1C(=O)c1ccccc1
-4%,-26%,36%[activator],-11%,-30%,7%,9%,0%,-33%,CC(C)C(=O)Nc1ccc(C(=O)NNC(=S)NC(=O)c2cccs2)cc1
-1%,6%,2%,?,-10%,2%,11%,-2%,-10%,CSc1ncccc1C(=O)OCC(=O)Nc1nc(C)c(Cl)cc1Cl
-7%,-15%,0%,-1%,13%,13%,54%[activator],18%,-12%,O=C(Nc1ccc(N2CCN(C(=O)c3cccs3)CC2)c(Cl)c1)c1cccnc1
-2%,19%,4%,8%,19%,-10%,33%,12%,-14%,O=C(O)CCC1(CCC(=O)O)c2ccccc2-c2ccccc21
-6%,-38%,6%,15%,25%[11.4 µM],-1%,32%,3%,-16%,CC(C)C(O)C1CCN(Cc2nc(-c3cccs3)no2)CC1 (stereo not given)
-8%,6%,0%,?,20%,14%,13%,9%,-25%,O=C(Cn1nnc(-c2ccc(F)cc2)n1)Nc1cccc(S(=O)(=O)N2CCCC2)c1
-15%,-13%,5%,?,-8%,8%,17%,-2%,-13%,O=C(c1ccccc1)c1nnc(-c2ccncc2)o1
11%,21%,0%,-1%,7%,-8%,2%,-5%,-7%,Cc1cccc(-c2noc(C(C)NC(=O)c3ccco3)n2)c1 (stereo not given)
i,21%,10%,1%,-22%,1%,21%,-5%,-17%,Cc1ccnc(NS(=O)(=O)c2ccc(NC(=O)C3CCCNC3=O)cc2)n1 (stereo not given)
-3%,-19%,-23%,24%,-5%,4%,40%[activator],-2%,-4%,Cc1ccccc1S(=O)(=O)NCc1cccnc1
i,-6%,-6%,13%,16%[57.1 µM],-1%,34%,-7%,8%,CC(C1CC2CCC1C2)n1c(COc2ccccc2F)nnc1SCC(N)=O (stereo not given)

Part of the list above in another layout.
Results follow in this order: PGK inhibitor | RGS4 inhibitor | GLS inh | 12-LOX inh | TrxR1 inh | Pin1 inh | HP1b binding inh | ERG Ets-DNA blk | JMJD2A Tudor inh
CCCS(=O)(=O)NCc1cn2c(C)csc2n1
  10% | 14% | -3% | 8% | 6%[57.1 µM] | 0% | 36% | -2% | -20%
Cc1ccc(N2CCN(C(=O)Cn3ncc4c([nH]c5ccc(C)cc54)c3=O)CC2)c(C)c1
  -4% | -12% | -2% | -16% | 23% | 7% | 21% | -1% | -14%
CCC(=O)Oc1ccc2c(C)cc(=O)oc2c1C(=O)c1ccccc1
  -9% | 4% | 40% | -10% | 6%[57.1 µM] | -1% | 33% | 6% | -2%
CC(C)C(=O)Nc1ccc(C(=O)NNC(=S)NC(=O)c2cccs2)cc1
  -4% | -26% | 36%[activator] | -11% | -30% | 7% | 9% | 0% | -33%
CSc1ncccc1C(=O)OCC(=O)Nc1nc(C)c(Cl)cc1Cl
  -1% | 6% | 2% | ? | -10% | 2% | 11% | -2% | -10%
O=C(Nc1ccc(N2CCN(C(=O)c3cccs3)CC2)c(Cl)c1)c1cccnc1
  -7% | -15% | 0% | -1% | 13% | 13% | 54%[activator] | 18% | -12%
O=C(O)CCC1(CCC(=O)O)c2ccccc2-c2ccccc21
  -2% | 19% | 4% | 8% | 19% | -10% | 33% | 12% | -14%
CC(C)C(O)C1CCN(Cc2nc(-c3cccs3)no2)CC1 (stereo not given)
  -6% | -38% | 6% | 15% | 25%[11.4 µM] | -1% | 32% | 3% | -16%
O=C(Cn1nnc(-c2ccc(F)cc2)n1)Nc1cccc(S(=O)(=O)N2CCCC2)c1
  -8% | 6% | 0% | ? | 20% | 14% | 13% | 9% | -25%
O=C(c1ccccc1)c1nnc(-c2ccncc2)o1
  -15% | -13% | 5% | ? | -8% | 8% | 17% | -2% | -13%
Cc1cccc(-c2noc(C(C)NC(=O)c3ccco3)n2)c1 (stereo not given)
  11% | 21% | 0% | -1% | 7% | -8% | 2% | -5% | -7%
